High-throughput results from PubChem.
NR2E3 ag-1: NR2E3 (human) agonism; Q9Y5X4; GST-NR2E3/biotin-RetCOR TR-FRET, 1536-well; inhibition of corepressor binding, % at 4.78 µM; 320,000 tested, 0.12% active; AID 2300;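 active means percent inhibition above the cutoff of mean plus 3 SD of all tested compounds, set per screening campaign, cut at about 20% in these data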;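 further: 0% = DMSO wells and 100% = biotin wells as full block of FRET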
Target sequence (Q9Y5X4 whole entry, looked up): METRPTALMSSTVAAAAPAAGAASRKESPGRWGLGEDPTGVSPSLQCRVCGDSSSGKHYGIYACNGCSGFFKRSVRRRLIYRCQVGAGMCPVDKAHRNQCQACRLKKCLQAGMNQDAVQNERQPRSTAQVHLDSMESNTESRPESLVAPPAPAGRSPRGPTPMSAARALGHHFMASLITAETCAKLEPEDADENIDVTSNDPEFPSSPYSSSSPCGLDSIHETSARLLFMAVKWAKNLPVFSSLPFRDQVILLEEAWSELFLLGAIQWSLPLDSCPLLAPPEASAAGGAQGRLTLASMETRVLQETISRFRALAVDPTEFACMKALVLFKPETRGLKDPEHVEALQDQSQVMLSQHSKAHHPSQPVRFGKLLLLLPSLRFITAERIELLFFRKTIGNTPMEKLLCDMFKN
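System: GST-tagged NR2E3 plus biotinylated RetCOR corepressor; Amount: 1.35 nM GST-tagged NR2E3 final; Dosing: single nominal compound dose of 4.8 µM; Schedule: 5 h incubation at 4 °C; Technique: TR-FRET with europium anti-GST and streptavidin-D2, 340 nm excitation; Controls: biotin wells as high control, 0.6% DMSO wells as low control.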
KKLEB tox: counter-screen for CF NF-kB inhibitors: cytotoxicity; KKLEB CF airway cells viability, ATPlite luminescence, overnight; stronger effect = lower value; cells stimulated with P. aeruginosa culture filtrate; activity change (cytotoxicity), % at 5 µM; 360,000 tested, 0.36% active; AID 602141;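 active means corrected activity change at or below -50% at 5 µM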
Shn3 inh set2: inhibitors of Schnurri-3 3'UTR reporter in osteoblasts; Clone20 osteoblast Shn3 3'UTR firefly luciferase, 24 h; inhibition, % at 12.5 µM; 360,000 tested, 0.52% active; AID 588674;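 active means mean inhibition of at least 75% with every replicate also reaching 75%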;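 further: 0% = median of neutral control wells and 100% = pilot-screen positive control compound; some compounds past the cut are filed as inactive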
HIF-2a block: inhibitors of HIF-2a | 786-0 RCC cells HIF-2a reporter, luciferase luminescence, overnight | inhibition, % at 18.8 µM | 360,000 tested, 0.72% active | AID 624352;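 active means inhibition of the luminescence signal of 40% or more relative to plate controls, in a single-dose primary screen at 18.75 µM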
iPSC survival up: hiPSC single-cell survival enhancement; ATPlite luminescence; 100% = ROCK inhibitor wells, 0% = DMSO; survival enhancement, % at 20 µM; 360,000 tested, 0.044% active; AID 602274; in the data active means survival enhancement above about 18%;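 further: cells exposed to compounds for 16 hours before the ATP read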
NR2E3 ag-2: agonists of human NR2E3 nuclear receptor | Q9Y5X4 | CHO-S Gal4-NCOR/VP16-NR2E3 two-hybrid, luciferase | inhibition of corepressor binding, % at 3.98 µM | 360,000 tested, 0.35% active | AID 602229;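 active means inhibition above the mean of all tested compounds plus 3 SD, cut at about 70% in these data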;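 further: 0% = DMSO with NR2E3 transfected cells and 100% = cells lacking NR2E3 construct; higher means lower luciferase signal from less NR2E3 corepressor binding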
MITF TRPM1 inh: inhibitors of MITF-driven TRPM1 promoter in melanoma cells; SK-MEL-5 TRPM1 promoter luciferase, 24 h; inhibition, % at 12.5 µM; 330,000 tested, 0.83% active; AID 488899;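 active means mean inhibition across replicates of 60% or more, whatever share of single replicates reaches that level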; further: values of inactives mirror those of a sister screen read the other way
TWEAK Fn14 block: TWEAK-Fn14 signaling inhibition; TWEAK-stimulated Fn14 reporter cells, luciferase luminescence, 8 h; inhibition, % at 10 µM; 360,000 tested, 2% active; in the data active means inhibition above about 50%
CF NFkB block: inhibitors of cystic fibrosis induced NF-kB. KKLEB NF-kB-GFP reporter, PAF-induced, GFP fluorescence overnight. 360,000 tested, 0.86% active. inhibition, % at 5 µM;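 active means at least 50% inhibition at 5 µM, scaled per plate between neutral and stimulator controls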;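 further: PAF is a Pseudomonas aeruginosa culture filtrate used as stimulus; plate controls were PAF-stimulated DMSO wells for no effect and unstimulated DMSO wells for full effect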
Peg3 prom inh: Peg3 promoter activity inhibition. HeLa PEG-Prom luciferase reporter, luminescence, overnight. inhibition, % at 20 µM. 360,000 tested, 1.7% active;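 active means inhibition of at least 50% at 20 µM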
aDG glyco act: alpha-DG glycosylation activation; Pro5-aDG cells, alpha-DG glycosylation AlphaScreen (IIH6); 0% Pro5, 100% B10-LARGE cell signal; activation, % at 10 µM; 360,000 tested, 0.22% active;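 active means activation of at least 8% versus controls, or a plate z-score of at least 8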;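 further: Pro5 are CHO cells carrying HIG-tagged alpha-DG that lacks glycosylation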
* hit, by the source's call; x = no result given; & = joins results of further samples.

SMILES | NR2E3 ag-1 | KKLEB tox | Shn3 inh set2 | HIF-2a block | iPSC survival up | NR2E3 ag-2 | MITF TRPM1 inh | TWEAK Fn14 block | CF NFkB block | Peg3 prom inh | aDG glyco act
CCOc1cc(S(=O)(=O)N2CCN(S(=O)(=O)CC)CC2)c(OCC)cc1-n1cnnn1 | 1 | -5 | -30 | 2 | -0.4 | -2 | -8 | -3 | 5 | 7 | -0.2
O=C(Nc1nccs1)C1C2CC3OC(=O)C1C3C2 (stereo not drawn) | 2 | -3 | 12 | 9 | 2.1 | -1 | -6 | -9 | -1 | 12 | -0.3
CCNC(=O)C1(C)CCCN(C(=O)c2sccc2C)C1 (stereo not drawn) | x | 6 | -7 | 0 | -1.0 | -4 | x | -5 | -32 | -3 | 0.1
CC[C@@H](NC(=O)[C@H](Cc1ccccc1)NC(=O)CC[C@H]1O[C@@H](n2ccc(=O)[nH]c2=O)[C@H](O)[C@@H]1O)c1ccccc1 | x | -4 | -5 | 4 | -3.1 | 1 | x | 11 | -18 | 1 | -0.2
Oc1[nH]c2ccc(Br)cc2c1N=Nc1ccc(C(F)(F)F)cn1 | 1 | 12 | -11 | -12 | 0.3 | -24 | 27 | 14 | -4 | -10 | 1.2
O=C(NNC(=O)c1nn(-c2ccc(F)cc2)ccc1=O)c1ccc(C(F)(F)F)cc1 | -5 | 2 | -11 | 5 | -0.4 | -16 | -1 | -5 | 2 | -2 | -0.1
O=C(C(=O)N1CCOCC1)c1cn(CC(=O)N2CCc3ccccc3C2)c2ccccc12 | 0 | 3 | 3 | 17 | -0.1 | -4 | 5 | 10 | -15 | -1 | -0.2
CC(C)C(NC(=O)c1c(F)cccc1F)C(=O)NCc1ccc(S(=O)(=O)N2CCOCC2)cc1 (stereo not drawn) | 0 | 14 | -5 | 3 | 0.2 | -20 | -3 | 7 | -9 | -3 | -0.2
O=C(CCCCn1cnc2c(=S)nc[nH]c21)Nc1ccc(C(=O)O)c(O)c1 | x | -29 | 11 | 7 | 1.0 | 14 | 12 | 11 | 19 | -5 | -0.2
Cc1ccc(C(=O)N2CCC3(CC2)NCCc2[nH]cnc23)cc1C | 0 | 11 | -16 | 9 | -0.4 | 4 | 10 | 1 | 11 | 1 | -0.1
O=C(NCc1ccccc1)c1ccc[n+]([O-])c1 | 5 | -1 | 2 | 22 | 0.4 | -15 | 2 | 0 | 0 | 5 | 0.3
Cc1ccc(NS(=O)(=O)c2c(C(=O)N3CCCC3)c(C)n(C)c2C)cc1 | 3 | -7 | 13 | 2 | -0.4 | -3 | 5 | 16 | -8 | -1 | -0.1
O=C(NC1CC1)c1cc2c(s1)-c1ccccc1OC2 | 3 | 7 | -32 | -222 | -0.3 | -28 | -21 | 23 | -46 | -269 | 0.3
CCCC[n+]1ccn(-c2nc3ccccc3nc2[N-]S(=O)(=O)c2ccc(Cl)cc2)c1 | 1 | -13 | -3 | 7 | 0.7 | 5 | 9 | 2 | 0 | 21 | 0.0
O=C(NCc1ccc2c(c1)OCO2)c1cc2ccccc2o1 | 1 | 6 | -19 | -92 | -0.7 | -3 | -2 | 0 | -5 | -53 | 0.1
Cc1ccc(N(C(=O)c2csnn2)C(C(=O)NC2CCCCC2)c2ccncc2)cc1 (stereo not drawn) | 3 | 6 | 1 | -6 | -0.3 | -17 | 4 | 20 | -7 | 8 | -0.3
COc1ccc(NC(=O)c2sc(=O)n(Cc3ccc(S(=O)(=O)N(C)C)cc3)c2C)cc1 | x | 5 | 14 | -26 | 0.8 | -4 | x | 3 | -15 | 2 | -0.1
COc1ccc(CCN(Cc2nc3ccccc3c(=O)[nH]2)C(=O)C2CC2)cc1 | 4 | 16 | 32 | 16 | 0.1 | 9 | -4 | -6 | -16 | 8 | 0.5
Cc1cc(=O)oc2cc(OCC(=O)Nc3ccc(F)cc3F)ccc12 | x | 8 | -13 | -22 | -0.4 | -19 | 0 | -15 | 11 | -17 | 0.1
COC(=O)c1c(-c2c(Cl)cccc2Cl)noc1NC(=O)NN1CCCCC1 | -2 | -16 | 27 | 38 | -0.1 | -4 | 8 | -10 | 21 | 23 | -0.1
Cc1c(NC(=O)Cn2nc(C(F)(F)F)c3c2CCCC3)c(=O)n(-c2ccccc2)n1C | -1 | 22 | 1 | 15 | -2.1 | 8 | 8 | 13 | -37 | -3 | 0.3
O=C(NCCc1ccc(F)cc1)Nc1ccccc1 | -1 | -7 | -21 | -115 | -0.1 | -37 | -27 | -8 | -27 | -85 | 0.0
CCN(c1ccccc1)S(=O)(=O)c1ccc(Cl)c(NC(=O)CSc2nc(N)cc(=O)[nH]2)c1 | x | 8 | 9 | 9 | -1.7 | -1 | x | 21 | 8 | -2 | 0.0
COc1ccc(CC2(CO)CCN(S(=O)(=O)c3sccc3C)CC2)cc1 | 3 | -7 | -3 | 14 | -2.0 | -13 | -4 | -21 | 10 | 12 | 0.3
O=C(C1=C[C@H](c2coc3ccccc3c2=O)C[C@H](OCCCCO)O1)N1CCN(Cc2ccc3c(c2)OCO3)CC1 | 1 | 8 | -8 | 23 | -0.5 | 8 | 6 | -2 | -3 | 6 | 0.4
O=C(O)C[C@]1(C(=O)Nc2ccc(F)cc2)CC(/C=C/c2ccccc2)=NO1 | -2 | 2 | 12 | 5 | -0.5 | -1 | 3 | 11 | -6 | 10 | 0.0
COc1cc(C(=O)NCCNc2nc3ccc(C)cc3cc2C#N)cc(OC)c1OC | 1 | -3 | 11 | -15 | -0.7 | -5 | -7 | -10 | -8 | 7 | 0.0
CCOC(=O)C1CCN(C(=O)c2ccc(N(C)S(C)(=O)=O)cc2)CC1 | 1 | 1 | -3 | 9 | -1.9 | -4 | -1 | 0 | 10 | 5 | -0.1
Cc1[nH]c2ccc(Cl)cc2c(=O)c1CN1CCCC1 | 5 | 4 | -10 | 17 | 0.3 | -7 | 0 | -12 | -13 | -2 | -0.1
COc1cc2c(NCCCCCO)ncnc2c(OC)c1OC | x | 10 | 25 | 18 | 5.3 | 14 | x | 9 | -41 | 2 | 0.0
CS(=O)(=O)c1cccc(-c2nnc(NC(=O)c3ccc4ncsc4c3)o2)c1 | 4 | -12 | -2 | -6 | 0.4 | -13 | -11 | -1 | -2 | -15 | 0.0
Cc1nn(Cc2ccccc2)c(Cl)c1C(=O)OCC#N | 0 | -27 | -6 | 20 | 1.8 | 0 | -6 | -7 | 10 | 9 | 0.4
CCN(CC)S(=O)(=O)c1ccc(NC(=O)CNC2CCCCC2)cc1 | -1 | -11 | 7 | 20 | -0.2 | -9 | -10 | -4 | 10 | 14 | -0.1
CN(CCOc1ccccc1)CC(=O)Nc1ccc([N+](=O)[O-])cc1Cl | 3 | -15 | 22 | 6 | 0.0 | -27 | -13 | -19 | -4 | -2 | 0.0
Cc1cccc(NC(=S)N2CCN(S(=O)(=O)c3ccc(F)cc3)CC2)c1 | 2 | -2 | 38 | 17 | -0.3 | -10 | 11 | -2 | -8 | 9 | -0.1
O=C(CN1C(=O)C(=O)N(C2CCCC2)C1=O)Nc1cc(Cl)ccc1[N+](=O)[O-] | x | 14 | -8 | 4 | -0.5 | -11 | 6 | -4 | 9 | -3 | 0.2
O=C1NC(C(F)(F)F)(C(F)(F)F)N=C2SC=CN12 | -1 | -6 | -2 | 10 | 1.0 | -4 | -1 | -6 | 10 | 12 | 0.0
Cc1cc(C)n2cc(-c3ccc(Cl)cc3)c(C(=O)O)c2n1 | -1 | -14 | -136 | -177 | 0.6 | -86 | -22 | -24 | -23 | -186 | 1.0
Cc1oc(-c2ccccc2Cl)nc1CS(=O)(=O)CC(=O)N1CCOCC1 | 3 | 6 | -2 | 5 | -2.6 | -6 | x | -3 | -3 | 5 | -0.2
COc1cccc(C(=O)NCC(=O)N2CCC3(CC2)NCCc2[nH]cnc23)c1OC | 5 | -13 | 17 | 3 | 0.0 | -20 | -2 | -2 | 20 | -15 | -0.2
COc1cccc(CNC(=O)Cn2cccc2C(=O)c2ccccc2C)c1 | -2 | 10 | 17 | -63 | -0.3 | -35 | -8 | -3 | -5 | -75 | 0.1
O=C(Cn1c[n+](CC(=O)c2ccc([N+](=O)[O-])cc2)cn1)c1ccc([N+](=O)[O-])cc1 | -2&-1 | 5&-10 | -8&-4 | -4&-66 | -0.2&-0.2 | -14&8 | 40&-1 | 10&2 | -16&-25 | -15&-6 | 0.0&-0.1
O=c1c(C(c2c(O)nc3n(c2=O)CCS3)c2cccc3ccccc23)c(O)nc2n1CCS2 | 3 | 1 | 9 | 8 | 2.0 | 2 | 9 | -4 | 20 | 10 | 0.2
COc1ccc(N(CC(=O)NCCC2=CCCCC2)S(=O)(=O)c2ccccc2)cc1 | 3 | -1 | -20 | 13 | -0.2 | 22 | 14 | 2 | -3 | 13 | 0.3
CCN(CC)S(=O)(=O)c1ccc(C)c(C(=O)Oc2cccc(-c3cnc4ccccc4n3)c2)c1 | -1 | 5 | -12 | -214 | -0.4 | -2 | -39 | 13 | 13 | -143 | 0.1
COc1ccc(NCc2nc3ccccc3n2C)cc1 | -3 | -8 | -82 | -231 | -0.8 | -150 | -57 | -1 | 1 | -167 | 0.0
CCOc1ccc(S(=O)(=O)NCCC(=O)N2CCN(C(C)=O)CC2)cc1 | x | 12 | 10 | 19 | -1.1 | 9 | x | 18 | -8 | -19 | -0.1
Cc1cccc(-c2nnc(NC(=O)c3ccc(Cl)cc3)o2)c1 | 1 | 1 | -11 | 15 | 4.5 | 8 | 0 | 62* | 16 | 10 | 0.5

Compound profiles (already shown). Screens in order: NR2E3 ag-1, KKLEB tox, Shn3 inh set2, HIF-2a block, iPSC survival up, NR2E3 ag-2, MITF TRPM1 inh, TWEAK Fn14 block, CF NFkB block, Peg3 prom inh, aDG glyco act
`COc1ccc(NCc2nc3ccccc3n2C)cc1` reads -3, -8, -82, -231, -0.8, -150, -57, -1, 1, -167, 0.0
`O=C(Cn1c[n+](CC(=O)c2ccc([N+](=O)[O-])cc2)cn1)c1ccc([N+](=O)[O-])cc1` reads -2&-1, 5&-10, -8&-4, -4&-66, -0.2&-0.2, -14&8, 40&-1, 10&2, -16&-25, -15&-6, 0.0&-0.1

(continued)
SMILES | NR2E3 ag-1 | KKLEB tox | Shn3 inh set2 | HIF-2a block | iPSC survival up | NR2E3 ag-2 | MITF TRPM1 inh | TWEAK Fn14 block | CF NFkB block | Peg3 prom inh | aDG glyco act
COc1cc(CCC(=O)OCC(=O)Nc2ccccc2F)cc(OC)c1OC | 0 | 2 | -2 | 12 | 0.4 | -12 | -6 | -11 | -14 | -1 | 0.1
Cc1ccc(-n2nc3c(c2NC(=O)c2ccco2)CS(=O)C3)c(C)c1 (stereo not drawn) | 1 | 2 | -20 | 21 | -0.4 | 0 | -2 | 3 | 4 | 0 | -0.3
Cc1ccc(CN2C(=O)NC(Cc3c[nH]c4ccccc34)C2=O)cc1 (stereo not drawn) | -2 | -6 | -2 | 5 | -1.7 | -9 | 4 | -3 | 0 | -11 | 0.3
CCN(Cc1cccs1)C(=O)CN1CCN(S(=O)(=O)c2ccc3c(c2)OCCCO3)CC1 | x | 7 | 29 | 9 | -0.2 | 27 | 8 | -10 | -44 | 19 | 0.1
COc1cccc(C2=NOC(C(=O)NCCN3CCOCC3)C2)c1 (stereo not drawn) | 2 | 7 | 12 | -10 | -0.9 | -3 | 12 | 13 | -14 | -2 | 0.0
